# TDP1 block – TDP1 (human) enzyme inhibition | Q9NUW8 | recombinant TDP1, AlphaScreen DNA substrate cleavage | Potency, µM (titrated, usually from 130 µM), inactives show at the highest dose activity change, negative = inhibition, usual class: inhibitors | actives 0.28% (n = 350,000); also: nearly all actives have a fitted effect of over 40% in size
# Target sequence (Q9NUW8 whole entry, looked up): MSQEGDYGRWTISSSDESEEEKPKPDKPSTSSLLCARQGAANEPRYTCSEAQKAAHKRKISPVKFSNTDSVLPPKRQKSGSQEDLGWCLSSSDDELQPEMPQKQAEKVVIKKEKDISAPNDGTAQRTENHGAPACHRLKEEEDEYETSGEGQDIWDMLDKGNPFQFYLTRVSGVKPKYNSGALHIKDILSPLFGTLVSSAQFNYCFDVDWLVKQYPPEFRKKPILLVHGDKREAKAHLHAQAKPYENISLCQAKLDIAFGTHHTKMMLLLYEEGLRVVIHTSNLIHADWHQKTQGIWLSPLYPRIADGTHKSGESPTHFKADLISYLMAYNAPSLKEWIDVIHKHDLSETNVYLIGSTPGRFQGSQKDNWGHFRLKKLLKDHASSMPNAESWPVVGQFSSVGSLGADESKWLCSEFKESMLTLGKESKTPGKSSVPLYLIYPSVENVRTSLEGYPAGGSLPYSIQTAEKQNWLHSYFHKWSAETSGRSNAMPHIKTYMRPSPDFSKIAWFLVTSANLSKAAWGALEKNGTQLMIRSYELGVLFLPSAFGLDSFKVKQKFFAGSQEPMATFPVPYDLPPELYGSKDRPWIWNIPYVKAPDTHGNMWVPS
#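 Signal: AlphaScreen proximity between streptavidin donor and anti-FITC acceptor beads on intact substrate. Reaction: Tdp1 1 nM, substrate 15 nM final, 5 min RT after 15 min compound preincubation.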
# FEN1 inh – inhibitors of human flap endonuclease 1; AID 588795; Potency, µM (titrated, usually from 114 µM), inactives show top-dose activity change, negative = inhibition, hits mostly inhibitors; Recombinant FEN1 flap cleavage, fluorescence, 15 min; actives 0.35% (n = 390,000); P39748; also: nearly all actives have a fitted effect of over 65% in size
# Target sequence (P39748 whole entry, looked up): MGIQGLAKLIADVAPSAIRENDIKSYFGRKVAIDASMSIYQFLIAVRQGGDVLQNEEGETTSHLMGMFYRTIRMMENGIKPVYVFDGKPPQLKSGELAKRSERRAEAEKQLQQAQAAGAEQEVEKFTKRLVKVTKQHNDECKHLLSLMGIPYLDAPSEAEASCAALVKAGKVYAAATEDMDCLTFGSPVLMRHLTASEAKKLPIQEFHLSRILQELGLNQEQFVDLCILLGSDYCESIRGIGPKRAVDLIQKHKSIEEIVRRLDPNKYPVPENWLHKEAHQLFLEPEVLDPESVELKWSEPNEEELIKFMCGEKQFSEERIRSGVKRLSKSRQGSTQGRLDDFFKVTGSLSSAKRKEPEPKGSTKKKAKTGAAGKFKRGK
#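 Enzyme 10 nM, 15 min RT preincubation with compound; start with substrate 50 nM final; reads at 0 and 15 min; qHTS titration, four-parameter Hill fit.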
# N370S GC – N370S glucocerebrosidase modulation, Gaucher chaperone candidate; Potency, µM (series often up to 59.4 µM), inactives show at the highest dose activity change, negative = inhibition, hits mostly inhibitors; AID 2101; actives 0.092% (n = 330,000); P04062; N370S GC spleen homogenate, 4MU-glucoside fluorescence;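 also: 0% = full enzyme activity and -100% = no enzyme basal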
# * marks the source's active call; other numbers are inactive results; ? = inconclusive; . = no result given; & = joins results of further samples; [ ] = dose if it differs, or a comment. Calls follow the shape of the dose curve; as a rule, active = well fitted curve in the direction sought with a large enough effect; inconclusive = small, poorly fitted or top-dose-only effect, or another doubt; inactive = no such curve, though single readings can be large; an effect the other way counts as inactive or inconclusive. Unless noted, % is scaled to controls: 0 for no effect and ±100 for the full control effect; potency is read from the fitted curve at half-maximal effect.
SMILES,TDP1 block,FEN1 inh,N370S GC
COc1ccc(OC(=O)c2nc(SCc3ccccc3C)ncc2Cl)cc1,5%,8%,.
O=S(=O)(c1ccc2c(c1)OCCO2)N1C[C@@H]2C[C@H]1CN2S(=O)(=O)c1c(F)cccc1F,-6%,12%,.
Cc1cc(N2CCOCC2)nc2ccc(NC(=O)CCC(=O)N3CCCC(C)C3)cc12 (stereo not drawn),9%,-3%,?
CCCCn1c(N)c(-c2nc3ccccc3s2)c2c([N+](=O)[O-])nn(C)c(=O)c21,6%,4%,?
Cc1cccc(C(=O)OCC(=O)N2CCC(c3ccccc3)=N2)c1O,.,-8%,-16%
Cc1cc(C)c(C#N)c(Sc2ccc(N)cc2)n1,2%,2%,8%
COC(=O)[C@]1(Cc2ccccc2)N[C@H](CN(C)C(=O)Nc2ccc(OC)cc2)[C@@H]2C(=O)N(Cc3ccccc3)C(=O)[C@@H]21,3%,-20%,.
COc1ccc(C(=O)NC(=S)NCc2cccnc2)cc1Cl,.,-1%,2%
COc1ccccc1Nc1nc(-c2sc(NC(=O)c3ccccc3)nc2C)cs1,6%,14%,-5%
CN(Cc1cnn(C)c1)C(=O)c1cc2ccccc2oc1=O,-2%,6%,7%
Cc1ccc2ncc3c(-c4ccccc4)nn(CC(=O)NC4CCCCC4)c3c2c1,7%,15%,.
COc1ccc(NC(=O)CCN2CCN(S(=O)(=O)c3ccc(C(C)C)cc3)CC2)cc1,2%,-3%,5%
Nc1nnnn1CC(=O)N/N=C/c1cccs1,0%,2%,0%
Cc1nc(C(=O)NC2CCOCC2)sc1C1(C)CC(c2cccc([N+](=O)[O-])c2)=NO1 (stereo not drawn),1%,15%,11%
CC(C)(C)c1ccc2c(c1)OCC(C(=O)O)O2 (stereo not drawn),5%,-2%,4%
CCCCCCCCC(=O)NNC(=O)c1c(O)c2ccccc2n(CC)c1=O,11%,8%,-5%
CCN(CC)CCCNC(=O)c1nn(-c2ccccc2OC)c(=O)c2ccccc12,8%,-4%,-18%
O=C(NCCc1ccccc1)c1ccccc1NC(=O)C1CC=CCC1C(=O)O (stereo not drawn),3%,0%,-7%
COC(=O)NC(NC(=S)Nc1ccccc1OC)C(Cl)(Cl)Cl (stereo not drawn),3%,12%,5%
COC(=O)c1ccccc1NC(=O)CN1CCC(NC(=O)c2ccc(C)cc2)CC1,7%,0%,-19%
COc1cc(OC)cc(C(=O)Nc2cccc3nc(C)ccc23)c1,4%,22%,2%
CCO[C@H]1OC(C(=O)N2CCCCCCC2)=C[C@@H](c2ccccc2)[C@@H]1CCCO,6%,-8%,14%
O=C(N/N=C/c1cccc(OCc2ccccc2)c1)c1cccs1,2%,-17%,9%
S=C(NCCc1ccccc1)NCc1cccc(Cl)c1,6%,-16%,-1%
O=c1c2ccc(Cl)cc2nc(-c2cccc(C(F)(F)F)c2)n1O,4%,-4%,-3%

# Reprinted at random: two records from the list
SMILES,TDP1 block,FEN1 inh,N370S GC
Cc1nc(C(=O)NC2CCOCC2)sc1C1(C)CC(c2cccc([N+](=O)[O-])c2)=NO1 (stereo not drawn),1%,15%,11%
Cc1cc(N2CCOCC2)nc2ccc(NC(=O)CCC(=O)N3CCCC(C)C3)cc12 (stereo not drawn),9%,-3%,?

# More compounds
SMILES,TDP1 block,FEN1 inh,N370S GC
COc1ccc(NS(=O)(=O)c2cc(S(C)(=O)=O)ccc2C)cc1,-6%,-5%,22%
Cc1ccc(C)c(NC(NC(=O)c2cccnc2)C(Cl)(Cl)Cl)c1 (stereo not drawn),6%,11%,3%
Cc1ccc2nc(NC(=O)C3CCCN(S(=O)(=O)c4cnc[nH]4)C3)sc2c1 (stereo not drawn),-3%,0%,5%
Cc1ccnc(NC(=O)c2ccc3c(c2)NC(=O)C(C)S3)c1 (stereo not drawn),-5%,2%,.
CCN1C(=O)/C(=C/C=C2/SCCN2C)SC1=S,1%,0%,14%
COc1ccc(Br)c(C(=O)Nc2cccc(S(=O)(=O)N3CCOCC3)c2)c1,-2%,-14%,.
O=C(NCc1ccco1)c1cc(-c2ccc3c(c2)OCO3)on1,3%,14%,-14%
Cc1ccc(NC(=O)Cn2cnc3cc([N+](=O)[O-])ccc3c2=O)c(Cl)c1,-3%,1%,16%
COc1ccc(OC)c(CN2CCC(C(=O)N3CCN(c4ccccc4F)CC3)CC2)c1,-6%,-1%,-11%
Cc1cc(C)c(S(=O)(=O)N2CCN(Cc3nc4ccc(C)cc4o3)CC2)c(C)c1,1%,0%,.
CC(=O)Nc1ccc(S(=O)(=O)n2nc(C)cc2C)cc1,6%,11%,1%
CCOC(=O)c1cc(C)n(CC2CCC(C(=O)Nc3ccc(OCC)cc3)CC2)c1C (stereo not drawn),3%,13%,.
COCCN(C(=O)c1ccc(NC2CC2)c([N+](=O)[O-])c1)c1c(N)n(CC(C)C)c(=O)[nH]c1=O,3%,3%,.
CN(C(=O)CSc1nc2ccccc2n1CC(=O)NCc1ccc(F)cc1)c1ccc(F)cc1,4%,-3%,.
COCc1c(Br)c(C)nc2sc3c(=O)n(-c4cccc(Br)c4)nnc3c12,-2%,-10%,.
COc1cc(C(=S)N2CCOCC2)cc(OC)c1OC(=O)c1cccc(C)c1,.,-23%,-11%
O=C(c1ccc(Cl)c(S(=O)(=O)N2CCOCC2)c1)N1CCCCC1,-3%,-1%,0%
O=C1CC(c2cccc(O)c2)c2cc3c(cc2N1)OCO3 (stereo not drawn),2%,-1%,.
Cc1cc(O)c(C(=O)/C=C/c2c(F)c(F)c(F)c(F)c2F)c(=O)o1,.,-11%,-7%
Cc1sc2nc(-c3ccco3)oc(=O)c2c1C,1%,11%,1%
CCOc1ccc(NC(=O)CN(c2ccc(CC)cc2)S(=O)(=O)c2c(C)noc2C)cc1,12%,-1%,.
Cc1n(Cc2ccccc2)c2cc([N+](=O)[O-])ccc2[n+]1Cc1ccccc1,.,-5%,-1%
Clc1ccc(CSc2nnc(-c3cccnc3)o2)cc1,0%,-8%,12%
C=Cn1cc[n+](CC(=O)c2cc(C(C)(C)C)c(O)c(C(C)(C)C)c2)c1,.,16%,-28%
CC(=O)c1c(C)oc2ccc(N(C(=O)Oc3ccccc3)S(=O)(=O)c3ccc(C(C)(C)C)cc3)cc12,1%[12.3 µM],-6%,.
# Carrying on:
SMILES,TDP1 block,FEN1 inh,N370S GC
CCCCc1ccc(NC(=O)c2cc(-c3ccc(C)c(F)c3)on2)cc1,6%,-13%,.
CN(CCc1ccccn1)C(=S)Nc1cccc(S(=O)(=O)N(C)C)c1,.,-6%,-5%
CCOc1ccc(C(=O)Nc2ccc(-c3nc4cc(C)ccc4o3)cc2)cc1,5%,-2%,.
Cc1ccccc1-c1ncc(CN2CCN(C3CCCCC3)C(CCO)C2)cn1 (stereo not drawn),4%,-1%,8%
CCOc1ccc(N=C2NC(=O)C(CC(=O)O)S2)cc1 (stereo not drawn),-1%,-2%,.
CCSc1ccc([C@@H]2[C@@H]3C(=O)N(C)C(=O)[C@@H]3[C@]3(C(=O)OC)CCCCN23)cc1,1%,6%,-8%
CCn1c(-c2ccccc2)c(C(=O)O)c2ccccc21,5%,1%,-6%
Cc1nc(-c2ccc(S(=O)(=O)NCc3ccc(OC(C)C)cc3)cc2)co1,9%,-2%,.
Oc1ccc(Br)cc1C1C=C(c2ccc3c(c2)OCO3)NC(c2ccc(Br)cc2)N1 (stereo not drawn),3%,-6%,.
Nc1cc(OC(=O)c2cccs2)nn1S(=O)(=O)c1ccc(F)cc1,4%,-8%,-5%
Cc1ccc(Nc2nc(-c3ccc(F)cc3)cs2)nc1,.,4%,-4%
O=C(Nc1ccc2ccccc2c1)c1ccc(Cl)cc1Cl,4%,6%,-6%
Cc1[nH]c(SCC(=O)c2c(N)n(C)c(=O)n(C)c2=O)nc1Cc1ccccc1,4%,0%,.
NNC(=O)C1=NOC(CNc2ncc(C(F)(F)F)cc2Cl)C1 (stereo not drawn),4%,-11%,.
O=C(C1CCC(=O)N(C2CC2)C1)N1CCN(c2ccccc2Cl)CC1 (stereo not drawn),3%,-4%,-3%
CCOC(=O)N1CCN(C(=O)C2CCN(CC3CCCCC3)CC2)CC1,-4%,2%,2%
Cc1ccc(C(=O)Nc2nc3nc(C)cc(=O)n3[nH]2)cc1,7%,-3%,.
Cc1ccc(C23CC4CC(CC(C(=O)N(C)C)(C4)C2)C3)cc1,.,2%,-27%
CCCn1c(=N)c(S(=O)(=O)c2ccccc2)cc2c(=O)n3ccccc3nc21,0%,3%,-8%
Cc1ccc(C(=O)N2CCN(c3ncccn3)CC2)o1,2%,5%,7%
CCCCC[C@@H]1C=C(C(=O)O)[C@H](c2ccc(OC)c(OC)c2)N1S(=O)(=O)c1ccc(C)cc1,0%,-11%,.
OC[C@H]1O[C@@H](n2cnc3c(NCc4ccco4)ncnc32)[C@H](O)[C@@H]1O,7%&8%,-6%,-4%&24%
CSc1ccc(C#N)cc1NC(=O)c1cccc(Cl)c1,-6%,14%,25%
CCOC(=O)C1(Cc2cccc(OC)c2)CCCN(Cc2nccn2CC)C1 (stereo not drawn),6%,10%,-15%
CC(=O)Nc1ccc(NC(=O)CC2SC(=O)N(CC(=O)c3ccccc3)C2=O)cc1 (stereo not drawn),0%,3%,4%

# Part of the list above, reformatted:
TDP1 block	FEN1 inh	N370S GC	SMILES
8%	-4%	-18%	CCN(CC)CCCNC(=O)c1nn(-c2ccccc2OC)c(=O)c2ccccc12
3%	0%	-7%	O=C(NCCc1ccccc1)c1ccccc1NC(=O)C1CC=CCC1C(=O)O (stereo not drawn)
3%	12%	5%	COC(=O)NC(NC(=S)Nc1ccccc1OC)C(Cl)(Cl)Cl (stereo not drawn)

# Entries of single compounds, looked up by structure:
# COCc1c(Br)c(C)nc2sc3c(=O)n(-c4cccc(Br)c4)nnc3c12 in the list: TDP1 block = -2%; FEN1 inh = -10%; N370S GC = .
# CCn1c(-c2ccccc2)c(C(=O)O)c2ccccc21 in the list: TDP1 block = 5%; FEN1 inh = 1%; N370S GC = -6%

# Later entries:
SMILES,TDP1 block,FEN1 inh,N370S GC
CC(C)CN(C(=O)COC(=O)Cc1c[nH]c2ccccc12)C1CCS(=O)(=O)C1 (stereo not drawn),0%,-10%,1%
O=C(COC(=O)CNC(=O)c1ccccc1F)NCCNC(=O)COC(=O)CNC(=O)c1ccccc1F,0%,7%,-3%
COC(=O)c1c(NC(=O)C(=O)NCCCN2CCOCC2)sc2c1CCC2,7%,-19%,-18%
COc1ccc(C(=O)Nn2c(C)nc3ccccc3c2=O)cc1Br,.,-10%,-9%
O=S(=O)(c1ccccc1)N1CCN(C(=S)Nc2ccccc2Cl)CC1,2%[56.1 µM],0%,-16%
CCCC12CN3CCN(CC(C3)/C1=N\NC(=O)c1ccc(F)cc1)C2,3%,2%,-10%
CSc1nc2ccccc2nc1N(C)S(=O)(=O)c1ccc(C)cc1,-7%,-2%,?
COc1cc(S(=O)(=O)N(C)C)ccc1Br,-1%,0%,3%
Cc1cccc(NC(=O)c2cccc(Cn3cc(Br)c([N+](=O)[O-])n3)c2)c1C,6%,23%,10%
Cc1nc2sccn2c(=O)c1CCN1CCC(=C(c2ccc(F)cc2)c2ccc(F)cc2)CC1,3%,-2%,-20%&-13%&-19%
O=C(Cn1c(COc2ccc(Cl)cc2)nc2ccccc21)NCC(F)(F)F,3%,10%,6%
CC1CCc2sc3nc(NCc4ccco4)n4ncnc4c3c2C1 (stereo not drawn),5%,?,-17%
N#C/C(=C\c1ccc(Cl)cc1)c1nc(-c2cc3ccccc3oc2=O)cs1,4%[12.3 µM],-3%,.
CC1(C)CC(=O)C2=C(C1)OC(N)=C(C#N)C2CCc1ccccc1 (stereo not drawn),0%,-4%,4%
CCCN1CNC(=S)N(c2ccc(C(=O)OCC)cc2)C1,-4%,-1%,-3%
COc1ccc(NS(=O)(=O)c2cccc(C(=O)NCCCN3CCCC3=O)c2)cc1,-3%,14%,-4%
Cc1cc2nnc(SC3CCCCN(C(=O)c4ccc(F)cc4)C3=O)n2c2ccccc12 (stereo not drawn),7%,11%,-1%
CCCCOC(=O)Nc1ccc(C)c(Cl)c1,-3%,-4%,5%
N#Cc1cccc(NC(=O)C2CCN(c3cnccn3)CC2)c1,4%,15%,.
CC1CN(S(=O)(=O)c2ccc(C(=O)OCc3ccc(C#N)cc3)cc2)CC(C)O1 (stereo not drawn),1%,-24%,.
O=C(CCCn1cnc([N+](=O)[O-])n1)Nc1ccc(F)c(Cl)c1,6%,-11%,11%
CC1CC(C)CN(C(=O)CSc2ccsc2[N+](=O)[O-])C1 (stereo not drawn),2%,-11%,-4%
CC(C)C(=O)Nc1nnc(S(=O)(=O)N2CCCc3ccccc32)s1,.,18%,-4%
Cc1ccc(Oc2ccc(-c3nnc(-c4ccccc4)o3)cc2[N+](=O)[O-])cc1C,0%,.,2%
O=C(Nc1ccccc1)c1ccc(Br)c(S(=O)(=O)N2CCCCC2)c1,5%,2%,.

# Rows are unselected. Share with any hit: about 0.57%.
